hERG WT inh = qHTS for Inhibitors of KCHN2 3.1: Wildtype qHTS; Voltage-gated inwardly rectifying potassium channel KCNH2 (Homo sapiens), Q12809; U2OS, BacMam KCNH2, thallium flux FluxOr; active compounds read low; activity change, % at 1.84 µM; actives 0.37% (n = 340,000);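 active = maximum activity change below -70%; inconclusive = maximum activity change between -70% and -50%; inactive = maximum activity change above -50%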; also: % is scaled to controls: 0 for no effect and ±100 for the full control effect
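U2OS cells transduced with wild-type KCNH2 virus are loaded with FluxOr dye for 45 min, and thallium flux is measured in kinetic reads before and after stimulation buffer. Rate constants are normalized to DMSO controls.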
S-ASM inh = Inhibitors of Secretory Acid Sphingomyelinase (S-ASM): qHTS; placental ASM, HMU-PC fluorogenic substrate, 60 min; AID 504937, 2011; actives 0.006% (n = 340,000); Sphingomyelin phosphodiesterase (Homo sapiens), P17405; Potency, µM (titrated, usually from 57.5 µM), for inactives: top-dose activity change, negative = inhibition, usual class: inhibitors; also: potency is read from the fitted curve at half-maximal effect
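Human placenta-derived ASM enzyme was preincubated with compound for 10 minutes at room temperature, then given fluorogenic substrate HMU-PC0 (9 uM final) for 60 minutes at 37 °C; a pH 10 stop preceded fluorescence reading at Ex 386/Em 447 nm.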
KCNH2 3.1 block = qHTS for Inhibitors of KCHN2 3.1: Mutant qHTS; Potassium voltage-gated channel subfamily H member 2, brain isoform KCNH2 3.1 (human); U2OS KCNH2 3.1, thallium flux FluxOr; active compounds read low; activity change, % (tested at about 1.8 µM); actives 0.95% (n = 340,000); AID 720553, 2013;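 active = maximum activity change below -70%; inconclusive = maximum activity change from -70% to -50%; inactive = maximum activity change above -50%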;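 also: thallium influx rate constant from kinetic fluorescence after stimulation buffer; % is scaled to controls: 0 for no effect and ±100 for the full control effect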
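Steps: virus added to U2OS suspension (4 h, RT, dark); medium with 10% FBS added, cells plated, 37 C overnight; FluxOr/Red40 loading buffer 45 min RT; stimulation buffer, 2 min kinetic read; rate constant normalized.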
MBNL1-CUG inh = qHTS Assay for Inhibitors of MBNL1-poly(CUG) RNA binding; TR-FRET MBNL1-His/biotin-(CUG)12 binding, 665/545 ratio; Muscleblind-like protein 1 (Homo sapiens), Q9NR56; Potency, µM (titrated, usually from 57.5 µM), inactives show top-dose activity change, negative = inhibition, usual class: inhibitors; actives 0.036% (n = 280,000); active = well fitted inhibition curve with a large enough effect in the signal ratio, with a control signal flat, not every such curve was filed as active; inconclusive = small, poorly fitted or top-dose-only effect, or effect the other way, or a change in a side signal; inactive = no such curve, though single readings can be large or run the other way; the % refers to the signal ratio; also: potency is read from the fitted curve at half-maximal effect; % is scaled to controls: 0 for no effect and ±100 for the full control effect
Target sequence (Q9NR56 whole entry, looked up): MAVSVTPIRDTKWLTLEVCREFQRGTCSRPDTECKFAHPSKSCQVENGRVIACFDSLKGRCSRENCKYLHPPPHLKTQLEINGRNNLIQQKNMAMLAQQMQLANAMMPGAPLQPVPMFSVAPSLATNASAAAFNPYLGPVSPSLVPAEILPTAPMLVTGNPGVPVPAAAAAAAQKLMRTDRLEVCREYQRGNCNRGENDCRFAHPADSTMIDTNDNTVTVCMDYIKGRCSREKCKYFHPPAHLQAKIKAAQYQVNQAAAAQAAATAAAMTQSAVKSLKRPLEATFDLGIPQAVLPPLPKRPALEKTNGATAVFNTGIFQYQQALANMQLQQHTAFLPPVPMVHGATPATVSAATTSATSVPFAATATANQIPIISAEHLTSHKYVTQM
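His-tagged MBNL1 binding to biotinylated (CUG)12 RNA was measured by TR-FRET using terbium anti-His antibody (0.055 ng/ul final) and streptavidin-XL665 (5 nM final). Compounds were titrated 92 nM to 58 uM; 60 min at room temperature.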
TRPV1 ag = HTS Assay for Compounds that Act as Agonists of the Vanilloid Receptor 1 | Transient receptor potential cation channel subfamily V member 1 (Homo sapiens), Q8NER1 | TRPV1-expressing cells, Fluo-8 calcium influx, agonist mode | activation, % at 8.33 µM | actives 0.19% (n = 320,000); in the data active = activation above about 80%; inconclusive = between about 30% and that limit; also: 0% is about no effect
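Fluo-8 calcium influx in TRPV1-expressing cells, kinetic read (ex 480/em 520 nm). Compound added and read 3 min for agonist activity, followed by capsaicin at EC20 final and 2 min further read for enhancement.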
GALK inh = qHTS Assay for Inhibitors of Human Galactokinase (GALK) | P51570 | actives 0.007% (n = 270,000) | Purified GALK, Kinase-Glo residual ATP luminescence | Potency, µM (doses to about 57.5 µM), for inactives: top-dose activity change, negative = inhibition, actives largely listed as inhibitors; also: potency is read from the fitted curve at half-maximal effect; % is scaled to controls: 0 for no effect and ±100 for the full control effect
Target sequence (P51570 whole entry, looked up): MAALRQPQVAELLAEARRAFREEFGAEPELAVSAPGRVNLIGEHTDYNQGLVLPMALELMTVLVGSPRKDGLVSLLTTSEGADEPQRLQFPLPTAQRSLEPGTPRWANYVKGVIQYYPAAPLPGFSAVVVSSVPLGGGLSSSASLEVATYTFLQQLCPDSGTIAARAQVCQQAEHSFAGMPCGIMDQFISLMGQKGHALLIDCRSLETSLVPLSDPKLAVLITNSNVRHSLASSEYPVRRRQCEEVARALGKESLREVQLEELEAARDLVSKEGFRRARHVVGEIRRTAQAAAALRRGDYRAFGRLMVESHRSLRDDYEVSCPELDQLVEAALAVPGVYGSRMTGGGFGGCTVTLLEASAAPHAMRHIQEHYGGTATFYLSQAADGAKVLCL
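Kinase-Glo Plus luminescence measured ATP left after a 1 h room-temperature reaction. The reaction used 5 nM GALK, 100 uM galactose and 35 uM ATP at pH 8.0 (20 mM HEPES, 5 mM MgCl2, 60 mM NaCl, 1 mM DTT, 0.01% BSA).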
FBPA coupling cs = qHTS Assay for Inhibitors of Fructose-1,6-bisphosphate Aldolase from Giardia Lamblia: Coupling assay counterscreen; coupling enzyme system counterscreen, AmpLite Red fluorescence; actives 0.67% (n = 290,000); activity change, negative = inhibition, % at 58.2 µM, hits read low; AID 2472, 2010; in the data active = activity change below about -30%; also: % is scaled to controls: 0 for no effect and ±100 for the full control effect
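Counterscreen of the coupled detection system alone, without aldolase: glyceraldehyde-3-phosphate coupling enzymes plus AmpLite Red readout. Compounds at 57.5 uM final, 10 min RT preincubation, 20 min RT reaction, fluorescence 525/598 nm.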
MLL CXXC-DNA inh = qHTS Fluorescence Polarization Assay for Inhibitors of MLL CXXC domain - DNA interaction; Histone-lysine N-methyltransferase 2A (Homo sapiens), Q03164; MLL-CXXC / FITC-HOXA9 DNA fluorescence polarization; Potency, µM (series often up to 115 µM), without a hit: top-dose activity change, negative = inhibition, usual class: inhibitors; actives 0.037% (n = 290,000); active = well fitted inhibition curve with a large enough effect in the polarisation, with a control signal flat, not every such curve was filed as active; inconclusive = small, poorly fitted or top-dose-only effect, or effect the other way, or a change in a side signal; inactive = no such curve, though single readings can be large or run the other way; the % refers to the polarisation; also: potency is read from the fitted curve at half-maximal effect
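Steps: dispense CXXC domain solution (7 uM) → pin compounds or unlabeled HOX-A9 DNA control → 5 min ambient → add FLSN-HOX-A9 solution (50 nM) → spin → 30 min ambient → fluorescence polarization. Tris pH 7.5/NaCl/DTT/BSA buffer.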
AT treatment = qHTS Assay for Identifying a Potential Treatment of Ataxia-Telangiectasia; […] A-T fibroblasts, KAP-1 phosphorylation AlphaLISA; neocarzinostatin DNA damage 30 min before lysis; actives 0.19% (n = 320,000); Potency, µM (top dose mostly 57.5 µM), for the others: top-dose activation, usual class: activators; AID 485349, 2010; also: potency is read from the fitted curve at half-maximal effect; % of control where 0% means no effect; nearly all actives have a fitted effect of over 45% in size
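ATM-like activity read as KAP-1 phosphorylation via AlphaLISA donor/acceptor antibody pairs after lysis and 6 hr at 25C. Cells were ATM-null patient fibroblasts ([…], hTERT), dosed 60 min, then exposed to the DSB inducer NCS for 30 min.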
a7 integrin act = qHTS for Activators of Integrin-Mediated Alleviation for Muscular Dystrophy; alpha7betagal myoblasts, beta-gal FDG fluorescence, 48 h; Potency, µM (doses to about 38.3 µM), for the others: at the top dose activation, hits mostly activators; actives 0.064% (n = 350,000); AID 624291, 2012;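 also: potency is read from the fitted curve at half-maximal effect; 100% = response of the positive control SU9516; nearly all actives have a fitted effect of over 60% in size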
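Alpha7betagal+/- myoblasts (passage 13) were plated 16-24 hr, then exposed to compounds (1:260 dilution of DMSO stock) for 48 hours at 37C. After MPER lysis, β-galactosidase reporter activity was read as FDG fluorescence (ex 480/em 540) after 30 minutes.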
An asterisk follows results filed as active; ? = inconclusive; . = no result given; & = joins results of further samples; [ ] = remark or other dose. Unless noted, calls follow the shape of the dose curve; as a rule, active = well fitted curve in the direction sought with a large enough effect; inconclusive = small, poorly fitted or top-dose-only effect, or another doubt; inactive = no such curve, though single readings can be large; an effect the other way counts as inactive or inconclusive.

SMILES	hERG WT inh	S-ASM inh	KCNH2 3.1 block	MBNL1-CUG inh	TRPV1 ag	GALK inh	FBPA coupling cs	MLL CXXC-DNA inh	AT treatment	a7 integrin act
Fc1cccc(Cl)c1CSc1nnc(-c2ccncc2)o1	-4	1%	2	-6%	-1	3%	0	0%	-4%	30%
COC(=O)Nc1nn(Cc2ccccc2F)cc1Br	-5	0%	17	-8%	-1	0%	0	2%	-1%	-1%
CNC(=O)c1[nH]cnc1C(=O)Nc1ccc(F)cc1	-5	-3%	-16	-4%	1	0%	-1	?	-30%	11%
O=C1CCC(C(=O)Nc2ccccc2)N1 (configuration not stated)	-8	0%	6	-8%	0	2%	1	0%	7%	-4%
O=C1CC(c2ccc(Cl)c(Cl)c2)CC(O)=C1C=NCCN1CCNCC1 (configuration not stated)	.	.	.	-1%	7	4%	6	1%	-12%	.
CCC(C)NC(=O)COc1ccc(OCc2ccccc2)cc1 (configuration not stated)	14	-1%	21	-3%	28	12%	0	4%	3%	-9%
COc1ccc(-c2csc(NC(=O)c3ccc(S(=O)(=O)N4CCc5ccccc5C4)cc3)n2)cc1	-3	0%	-6	30%	-2	-1%	-2	3%	5%	6%
O=C(CC(Nc1ccc(Cl)cc1Cl)C(=O)O)c1ccccc1 (configuration not stated)	-22	5%	3	-6%	3	-1%	9	-2%	-1%	-19%
COc1ccc([C@H]2[C@H](C(=O)OC(C)(C)C)N3N=Cc4ccccc4C3C23C(=O)c2ccccc2C3=O)cc1OC (some centres not stated)	6	-1%	-25	?	?	3%	0	5%	16%	-10%
Cc1noc(C)c1COC(=O)CCCOc1ccc(Cl)cc1Cl	-5	2%	-5	-8%	22	2%	0	4%	.	12%
CCC1(c2ccccc2)NC(=O)N(CC(=O)Nc2nnc(C3CC3)s2)C1=O (configuration not stated)	6	3%	8	5%	2	-1%	3	2%	3%	-16%
CCOC(=O)[C@@H]1[C@H]2COc3cc(OC)ccc3[C@@H]2N2C(=O)N(c3ccc(F)cc3)C(=O)[C@]12C	-6	-3%	-4	7%	-2	.	-1	5%	2%	0%
COc1ccc(CN(CC2CCC(C(=O)O)CC2)C(=S)Nc2ccccc2OC)cc1 (configuration not stated)	-3	4%	-9	10%	-5	-2%	0	-4%	1%	11%
CN1CCN(CC(=O)Nc2cc(N3CCOCC3)ccc2[N+](=O)[O-])CC1	5	-7%	31	.	1	2%	0	4%	-3%	26%
CCN1C(=O)c2ccccc2S(=O)c2ccc(C(=O)NCCN(CC(C)C)CC(C)C)cc21 (configuration not stated)	14	0%	-30	2%	-4	-2%	-2	-1%	-4%	-34%
COc1cc2c(cc1OC)C(COc1cc(C)cc(C)c1)N(C(C)=O)CC2 (configuration not stated)	-19	2%	-20	-1%	15	-6%	-1	13%	4%	?
CC(=O)c1cccc(N(C(=O)c2ccccn2)C(C(=O)NC2CCCCC2)c2ccccc2)c1 (configuration not stated)	-12	-1%	1	-8%	27	-2%	-3	1%	7%	0%
O=C(CSc1nccc(=O)[nH]1)c1cc2ccccc2o1	5	-3%	4	?	-4	-1%	9	3%	-16%	?
Clc1ccc(C2=Nn3c(nnc3-c3cc(-c4ccccc4)n[nH]3)SC2)cc1	2	-18%	-1	7%	-1	-3%	8	4%	-5%	-21%[7.66 µM]
Cc1cc(C)nc(NS(=O)(=O)c2ccc(NC(=O)CSc3nc4ccccc4[nH]3)cc2)n1	-10	16%	-2	1%	0	.	1	-8%	7%	-39%
CCOc1ccccc1NC(=O)c1cccc(NC(=O)c2ccco2)c1	-17	-5%	9	-3%	-3	1%	-4	-1%	-7%	0%
CCC1=C(OC(=O)N(CC)CC)N2C(=O)OC(=NCC3CC3)[C@]2(Cc2ccccc2)[C@H]2C1=CC[C@H]1C(=O)N(c3ccccc3)C(=O)[C@H]12	-1	-3%	6	-2%	?	3%	-2&-2	17%	-19%	-30%
Cc1ccc(Cl)cc1N(CC(=O)N1CCOCC1)S(C)(=O)=O	-18	7%	4	2%	4	-1%	1	3%	0%	-16%
NC(=O)c1ccccc1NC(=O)c1ccccc1S(=O)(=O)c1ccccc1[N+](=O)[O-]	-4	3%	1	.	2	2%	0	3%	1%	-5%

Compound profiles, as listed above. Screens in order: hERG WT inh	S-ASM inh	KCNH2 3.1 block	MBNL1-CUG inh	TRPV1 ag	GALK inh	FBPA coupling cs	MLL CXXC-DNA inh	AT treatment	a7 integrin act
`O=C(CSc1nccc(=O)[nH]1)c1cc2ccccc2o1` reads 5	-3%	4	?	-4	-1%	9	3%	-16%	?
`CCN1C(=O)c2ccccc2S(=O)c2ccc(C(=O)NCCN(CC(C)C)CC(C)C)cc21` (configuration not stated) reads 14	0%	-30	2%	-4	-2%	-2	-1%	-4%	-34%
`CN1CCN(CC(=O)Nc2cc(N3CCOCC3)ccc2[N+](=O)[O-])CC1` reads 5	-7%	31	.	1	2%	0	4%	-3%	26%

(list continues)
SMILES	hERG WT inh	S-ASM inh	KCNH2 3.1 block	MBNL1-CUG inh	TRPV1 ag	GALK inh	FBPA coupling cs	MLL CXXC-DNA inh	AT treatment	a7 integrin act
COc1cc(OC)c2ccc(=O)oc2c1C(CC(=O)N1CCN(c2ccccc2)CC1)c1ccc2c(c1)OCO2 (configuration not stated)	.	-7%	.	0%	1	5%	-2&-1	9%	-3%	7%
Cc1nc(NC(=O)c2ccccc2)sc1-c1csc(Nc2ccc(Cl)cc2)n1	.	.	.	185%[activator]	0	.	1	28%	1%	.
CCc1cc(C(=O)Nc2nc(-c3ccccn3)cs2)sc1C	-1	3%	-5	.	10	.	.	.	7%	6%
Cc1ccc2nc(Nc3ncc4c(n3)CC(C)(C)CC4=O)nc(C)c2c1	-6	7%	5	33%[activator]	3	5%	-4	22%	-2%	12%
O=C(NCc1ccc(F)cc1)c1cc(-c2cccs2)on1	-3	-1%	-22	0%	9	-1%	0	-6%	.	-2%[7.66 µM]
O=C(NCCOc1ccccc1Cl)c1cc(F)c(F)cc1Cl	2	-1%	-16	-6%	14	1%	2	-8%	2%	12%
COc1ccc(-c2nn(-c3ccccc3)cc2/C=N/N2C(=O)CSC2=S)cc1	-18	0%	1	8%	17	-2%	-4	?	-6%	-33%
COc1ccc(Cl)cc1NC(=O)CN(C)CC(=O)NCc1cccs1	-25	5%	-11	.	9	.	.	.	6%	26%
Cc1cccc(NS(=O)(=O)c2cccc(C(=O)N3CCCCCC3)c2)c1	7	0%	1	.	2	.	.	.	9%	1%
CCOc1ccc(N(CC(=O)N2CCCCCC2)S(=O)(=O)c2ccc(C)cc2)cc1	9	-3%	-4	-10%	?	-4%	.	-10%	7%	-17%
CN(C)CCCn1c2c3ccccc3ccc2c2oc(=O)c3ccccc3c21	9	.	-22	.	.	.	.	.	.	-51%[inhibitor]
COc1nc(-c2ccc(Cl)cc2Cl)nc2ccccc12	4	-2%	16	-4%	2	1%	-1	15%	3%	21%
CCOC(=O)CS(=O)(=O)c1ccccc1	3	1%	-1	-3%	3	2%	-1	7%	2%	-15%
COc1ccc(CCC(=O)N(C)CC(=O)Nc2cc(C)ccc2C)cc1	11	-2%	1	-1%	-1	0%	0	17%	4%	-4%

Sorted by value in S-ASM inh (largest number first): some entries from above
| mol | S-ASM inh |
| --- | --- |
| Cc1ccc2nc(Nc3ncc4c(n3)CC(C)(C)CC4=O)nc(C)c2c1 | 7% |
| CCOC(=O)CS(=O)(=O)c1ccccc1 | 1% |
| COc1ccc(-c2nn(-c3ccccc3)cc2/C=N/N2C(=O)CSC2=S)cc1 | 0% |
| O=C(NCc1ccc(F)cc1)c1cc(-c2cccs2)on1 | -1% |
| COc1ccc(CCC(=O)N(C)CC(=O)Nc2cc(C)ccc2C)cc1 | -2% |
| CCOc1ccc(N(CC(=O)N2CCCCCC2)S(=O)(=O)c2ccc(C)cc2)cc1 | -3% |

Compound activity (PubChem)
